Screening data as filed in PubChem BioAssay.
GLP1R inv ag: qHTS of GLP-1 Receptor Inverse Agonists (Inhibition Mode); Glucagon-like peptide 1 receptor (Homo sapiens), P43220; Potency, µM (top dose mostly 38.3 µM), for inactives: top-dose activity change, negative = inhibition, hits mostly inhibitors; AID 624417, 2012; HEK293 GLP-1R CRE-luciferase, luminescence, 24 h; GLP-1R form is constitutively active; 410,000 tested, 1.6% active; also: potency is read from the fitted curve at half-maximal effect; % is scaled to controls: 0 for no effect and ±100 for the full control effect; nearly all actives have a fitted effect of over 55% in size
Target sequence (P43220 whole entry, looked up): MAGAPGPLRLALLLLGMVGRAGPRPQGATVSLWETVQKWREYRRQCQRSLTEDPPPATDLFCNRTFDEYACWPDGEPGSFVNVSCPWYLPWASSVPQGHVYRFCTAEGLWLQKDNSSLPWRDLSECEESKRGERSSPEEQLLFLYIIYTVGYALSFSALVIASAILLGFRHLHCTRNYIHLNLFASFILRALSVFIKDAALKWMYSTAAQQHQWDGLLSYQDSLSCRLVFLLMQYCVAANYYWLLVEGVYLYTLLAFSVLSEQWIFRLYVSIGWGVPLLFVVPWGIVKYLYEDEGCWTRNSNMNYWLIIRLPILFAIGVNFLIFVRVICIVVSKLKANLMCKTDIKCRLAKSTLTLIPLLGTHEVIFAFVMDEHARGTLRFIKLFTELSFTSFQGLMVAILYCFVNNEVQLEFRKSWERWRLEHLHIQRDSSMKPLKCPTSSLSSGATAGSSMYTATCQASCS
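Inverse agonism was detected as reduced cAMP-driven luciferase luminescence after 24 h compound treatment. The cells were HEK293 clones expressing constitutively active human GLP-1R with the reporter. Reporter-only and GPR119 cell lines served as counterscreen controls.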
aSyn yeast inh: qHTS of alpha-syn Inhibitors; Yeast expressing alpha-synuclein, growth rescue, BacTiter-Glo, 24 h; Potency, µM (titrated, usually from 46.1 µM), for the others: at the top dose growth rescue (activation), most hits filed as activators; 370,000 tested, 0.14% active; AID 652106, 2013; also: potency is read from the fitted curve at half-maximal effect; % of control where 0% means no effect; nearly all actives have a fitted effect of over 65% in size
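Galactose-induced alpha-syn yeast (OD600=0.02, raffinose-pregrown) + pinned cpd, 24 hr, 30 deg C; growth by BacTiter-Glo luminescence. Growth restoration scores as activation.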
TDP-43 yeast inh: qHTS of TDP-43 Inhibitors; AID 652104, 2013; TDP-43 expressing yeast growth rescue, BacTiter-Glo, 24 h; Potency, µM (highest dose often 46.1 µM), without a hit: top-dose growth rescue (activation), usual class: activators; 410,000 tested, 1.8% active; also: potency is read from the fitted curve at half-maximal effect; % of control where 0% means no effect; nearly all actives have a fitted effect of over 50% in size
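Yeast cells expressing TDP-43 under galactose induction are exposed to compounds for 24 hr at 30 deg C. BacTiter-Glo luminescence measures growth, so protective compounds score as activators.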
PTHR1 agonist: qHTS for PTHR1 Agonists: Primary Screen. Parathyroid hormone/parathyroid hormone-related peptide receptor (Homo sapiens), Q03431. HEK293 GP2 PTHR1 cells, GloSensor cAMP luminescence, 1 h. Potency, µM (doses to about 115 µM), without a hit: top-dose activation, hits mostly activators. 410,000 tested, 0.075% active; also: potency is read from the fitted curve at half-maximal effect; nearly all actives have a fitted effect of over 55% in size; some results filed as inactive show a strong effect at the top dose; inactives centre near -15; many of its hits are not listed in these tables
Target sequence (Q03431 whole entry, looked up): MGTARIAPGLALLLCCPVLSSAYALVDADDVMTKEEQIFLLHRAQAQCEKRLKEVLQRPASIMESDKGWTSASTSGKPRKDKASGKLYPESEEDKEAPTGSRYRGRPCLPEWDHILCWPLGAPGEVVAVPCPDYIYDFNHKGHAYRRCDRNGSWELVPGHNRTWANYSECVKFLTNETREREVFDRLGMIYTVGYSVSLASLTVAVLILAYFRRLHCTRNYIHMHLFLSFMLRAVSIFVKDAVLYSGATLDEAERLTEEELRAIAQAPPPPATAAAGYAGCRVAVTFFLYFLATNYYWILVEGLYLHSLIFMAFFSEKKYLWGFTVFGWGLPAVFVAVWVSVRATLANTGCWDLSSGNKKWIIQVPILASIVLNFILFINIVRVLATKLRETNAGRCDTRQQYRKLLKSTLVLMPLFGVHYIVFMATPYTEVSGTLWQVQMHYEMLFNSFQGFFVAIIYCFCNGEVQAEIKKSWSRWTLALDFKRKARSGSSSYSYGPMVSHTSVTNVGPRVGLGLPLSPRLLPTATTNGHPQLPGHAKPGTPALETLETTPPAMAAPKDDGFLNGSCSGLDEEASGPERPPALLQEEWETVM
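HEK-293-derived GP2 cells expressing PTHR1 and a GloSensor cAMP reporter, 3,000/well, plated overnight, given luciferin plus IBMX (each 0.5 mM as added) for 1 h at 37 °C, then compound for 1 h at 37 °C. Luminescence was read after 15 min at room temperature.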
DRD3 antagonist: qHTS of D3 Dopamine Receptor Antagonist: qHTS | D(3) dopamine receptor (Homo sapiens), P35462 | D3R cells, DiscoveRx beta-arrestin luminescence, antagonist mode; stronger effect = lower value | max response, negative = inhibition, % | 360,000 tested, 2.5% active | AID 652054, 2013; in the data active = max response below about -50%; inconclusive = no clear call, values can overlap the other calls; also: % is scaled to controls: 0 for no effect and ±100 for the full control effect; mostly tested at two doses, the higher about 12 µM
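Cells plated overnight at 1500 cells/well, then exposed to library compounds with dopamine controls for 90 minutes at 37 degrees C. DiscoveRx reagent added for 30–60 minutes at room temperature; luminescence read, quantitative HTS format.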
Abeta yeast res: qHTS for compounds that reverse cellular toxicity of Amyloid beta (A-beta) peptide in yeast: Primary Screen. yeast expressing A-beta42, growth rescue, OD600, 48 h; response scale: 0% DMSO, 100% iron-clioquinol control. Potency, µM (top dose mostly 46.1 µM), for inactives: at the top dose growth rescue, hits mostly activators. 410,000 tested, 0.063% active. AID 1347071, 2019; also: potency is read from the fitted curve at half-maximal effect; nearly all actives have a fitted effect of over 55% in size
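Growth rescue measured by 600 nm absorbance after 48 h yeast culture at 30 C with compound. Values normalized between DMSO and an equimolar ferric chloride plus clioquinol control.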
FUS yeast rescue: qHTS for Suppressors of FUS Proteinopathy: Primary screen using FUS-linked yeast assay | S. cerevisiae FUS-expressing, growth rescue, OD600, 24 h | Potency, µM (top dose mostly 76.6 µM), for inactives: at the highest dose growth rescue (activation), actives largely listed as activators | 390,000 tested, 0.24% active;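 also: potency is read from the fitted curve at half-maximal effect; plate controls were DMSO vehicle for no effect and reference control for full effect; nearly all actives have a fitted effect of over 55% in size; some results filed as inactive show a strong effect at the top dose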
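Absorbance at 600 nm, taken 24hr after compound addition, measured rescue of FUS-yeast growth at 30C. Induction used 2% galactose with seeding at OD 0.005. Controls: CP55940 from 92uM final, DMSO only.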
GLP1R ag: qHTS of GLP-1 Receptor Agonists; HEK293 GLP-1R CRE-luciferase, luminescence, 4-6 h; cells express a hypersensitive GLP-1R form; Potency, µM (highest dose often 45.6 µM), for the others: at the highest dose activation, usual class: activators; 380,000 tested, 0.007% active; AID 624172, 2012; also: potency is read from the fitted curve at half-maximal effect; % of control where 0% means no effect
Akt phos inh: HTS Assay for Inhibitors of Akt Phophorylation: Primary Screen; 360,000 tested, 0.32% active; activity change, % for hits at 50 µM; Neuro2A IGF-stimulated pAkt S473 HTRF, 20 min; stronger effect = lower value; in the data active = activity change below about -80%; inconclusive = mostly about -51% to -80%; also: % is scaled to controls: 0 for no effect and ±100 for the full control effect
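Neuro2A cells (4,500/well, DMEM with 0.5% FBS) were treated with compound at a single 50 µM final concentration, stimulated with 6 nM IGF for 20 min at 37 °C, and lysed. Phospho-Akt Ser473 was read by HTRF as 665/615 ratio ×10^4.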
An asterisk follows results filed as active; i = inactive; u = inconclusive; x = not tested or not shown; & = joins results of further samples; [ ] = remark or other dose. Unless noted, calls follow the shape of the dose curve; as a rule, active = well fitted curve in the direction sought with a large enough effect; inconclusive = small, poorly fitted or top-dose-only effect, or another doubt; inactive = no such curve, though single readings can be large; an effect the other way counts as inactive or inconclusive. Some of the compounds tested, so the mix of outcomes need not match the whole.

Results follow in this order: GLP1R inv ag	aSyn yeast inh	TDP-43 yeast inh	PTHR1 agonist	DRD3 antagonist	Abeta yeast res	FUS yeast rescue	GLP1R ag	Akt phos inh
O=C(Cc1ccc(F)cc1)NCCS(=O)(=O)N1CCN(c2ccccc2)CC1
  u	1%	-10%	-62%[inhibitor]	-14	-26%	14%	-22%	i
CN(C)c1nc(N)nc(-c2nc3ccccc3s2)n1
  -2%	-7%	9%	-5%[57.5 µM]	7	9%	-9%	2%	i
CCN(Cc1ccncc1)Cc1cn[nH]c1-c1ccc(OC)cc1F
  8%	0%	-16%	i	2	20%	10%	20%	i
Cc1ccc2nc(NC(=O)CSCC(=O)OCC(=O)c3ccc(Br)cc3)sc2c1
  u	0%	-13%	i	-22	28%	21%	2%	i
COc1ccc(CNC(=O)C2CCCN(S(=O)(=O)N3CC(C)CC(C)C3)C2)c(OC)c1 (stereo not given)
  u	1%	3%	-8%	-16	14%	35%	1%	i
COc1cc2sc(-c3ccc(S(C)(=O)=O)cc3)c(C#CCO)c2cc1OC
  -10%	0%	14%	-25%	26	3%	15%	22%	i
O=C(CN1C(=O)C2C3C=CC(C4CC34)C2C1=O)Nc1cccc2ncccc12 (stereo not given)
  u	3%	24%	-11%	5	9%	28%	10%	i
O=C(/C=C/c1ccco1)NC(=S)Nc1ccccc1N1CCOCC1
  u	2%	25µM*	-25%	4	-12%	34%	-2%	i
COc1ccc(S(=O)(=O)N(C)C[C@H]2Oc3c(NC(=O)CCC(F)(F)F)cccc3C(=O)N([C@H](C)CO)C[C@@H]2C)cc1
  -4%	2%	-4%	-20%	1	1%	32%	8%	i
CCOc1ccc(NC(=O)CSc2nc3ccccc3c(=O)n2Cc2cccs2)cc1
  12%	-4%	3%	i	3	0%	x	-2%	i
CCOc1ccccc1NC(=O)C1CCN(S(=O)(=O)Cc2ccccc2)CC1
  -9%	x	19%	i	x	-4%	1%	x	x
C/C(=N\Nc1nc2ccccc2[nH]1)c1ccc2c(c1)OCO2
  u	-11%	-13%	8%	-1	-2%	12%	9%	i
CC(=O)Cc1nsc(Nc2ccc3c(c2)OCCO3)n1
  3%	1%	-6%	-22%[57.5 µM]	18	-10%	12%	20%	i
N#Cc1ccccc1CSc1nc2ccc(NC(=O)c3ccccc3C(=O)O)cc2s1
  -27%	12%	20%	-9%	-2	-13%	22%	18%	i
C(=C\c1ccccc1)/CSc1ccccn1
  13%	10%	5%	-12%	7	11%	-2%	11%	i
CCC1Oc2ccc(C)cc2N(CC(=O)NCC2COc3ccccc3O2)C1=O (stereo not given)
  u	12%	u	-6%	25	8%	16%	-5%	i
COc1ccc(NC(=O)CSC2=Nc3ccccc3C3=NC(Cc4ccccc4)C(=O)N23)cc1 (stereo not given)
  2%	x	8%	-11%	x	0%	u	x	x
CCOC(=O)N1CCC(NC(=O)CCc2nc(-c3ccc(C)cc3)no2)CC1
  -1%	0%	10%	-10%	-27	-7%	0%	-3%	i
COCCNC(=O)/C(C#N)=C/c1cccc(NC(=O)c2ccccc2Cl)c1
  -8%	24%	9%	-1%	u	12%	28%	3%	i
N#C/C(=C\c1cccs1)C(=O)NCc1ccco1
  34%[activator]	1%	24%	i	21	10%	2%	7%	i
CCOC(=O)C1=C(O)/C(=C/c2ccc(OCC(=O)O)c(OC)c2)SC1=Nc1ccc(OCC)cc1
  19%	0%	2%	i	16	12%	23%	26%	i
COc1ccc(CN(C)C(=O)C2CCN(C(=O)Nc3ccccc3)CC2)cc1OC
  10%	-4%	2%	12%	-11	13%	-16%	7%	i
O=C(Nn1c(C2CCCCC2)nc2ccccc2c1=O)c1ccc([N+](=O)[O-])cc1Cl
  11%	7%	-3%	-85%[inhibitor]	1	7%	13%	6%	i
CCOC(=O)c1ccc(S(=O)(=O)N2CCN(CC(O)COc3ccc(C#N)cc3)CC2)cc1 (stereo not given)
  -7%	-2%	-13%	-43%[inhibitor]	1	-9%	6%	12%	i
Cc1ccc(/C=N/NC(=O)CSc2nc3ccccc3o2)cc1
  18%	-3%	0%	-21%	-5	3%	x	-1%	i
Cc1nn(CCC(=O)NNC(=S)Nc2ccccc2)c(C)c1Br
  -8%	-10%	-10%	0%	-15	17%	x	-16%	i
CCOC(=O)N1CCC(Nc2c(-c3ccc(C)c(C)c3)c(=O)c2=O)CC1
  -4%	3%	25%	-9%	1	6%	7%	2%	i
CCCC(C(=O)NC1CCCCC1)N(Cc1ccco1)C(=O)CNS(=O)(=O)c1ccccc1 (stereo not given)
  u	11%	11%	-6%	-20	18%	19%	5%	i
CS(=O)(=O)c1cccc(-c2nnc(NC(=O)c3ccc4ncsc4c3)o2)c1
  -1%	-7%	4%	i	-23	-3%	-4%	-16%	i
CCCCn1c(N)c(N(CCOC)C(=O)c2ccc(-c3ccc(Cl)cc3)o2)c(=O)[nH]c1=O
  u	1%	-20%	-2%	-16	-10%	26%	-6%	i
O=C(COC(=O)/C=C/c1cccc(C(F)(F)F)c1)NC(=O)NC1CCCC1
  6%	0%	2%	i	2	-12%	12%	-1%	i
COc1ccc(CN2CCN(c3ccccn3)CC2)cc1OCc1ccccc1
  u	0%	-24%	-23%[57.5 µM]	-69*	-10%	16%	1%	i
O=C(Cc1ccccc1Cl)NCc1cccnc1
  8%	1%	21%	i	9	10%	-10%	4%	i
Cc1cccc(CS(=O)(=O)Cc2ccc(C(=O)NCCCN3CCOCC3)o2)c1
  15%	-1%	14%	i	-8	-4%	14%	-15%	i
COc1ccc(N2CCN(C3=CC(=O)N(c4cccc(Cl)c4)C3=O)CC2)cc1
  3%	-1%	20%[9.22 µM]	-39%[inhibitor]	8	-7%	2%	2%	i
CC1(c2nnc(-c3ccc(F)cc3)o2)CC(c2ccc([N+](=O)[O-])cc2)=NO1 (stereo not given)
  18%	-4%	-1%	-56%[inhibitor]	-19	6%	-27%	1%	i
Cc1ccc(Nc2ccc(N3CCN(C(=O)c4cccc([N+](=O)[O-])c4)CC3)nn2)cc1
  -18%	x	26%	-3%	x	-7%	5%	x	x
O=C(CSc1ncn[nH]1)Nc1ccccc1-c1ccccc1
  0%	3%	-6%	-4%[57.5 µM]	-1	2%	3%	-7%	i
COCC(=O)NC(C)c1nc2ccccc2[nH]1 (stereo not given)
  9%	-1%	4%	i	13	13%	-12%	1%	i
Cc1cc(OCC(=O)Nc2c(C)n(C)n(-c3ccccc3)c2=O)ccc1[N+](=O)[O-]
  5%	-1%	-9%	-10%	-19	1%	9%	6%	i
CCCCOc1ccccc1C1CC(=O)Nc2cc(C)c(C)cc21 (stereo not given)
  13µM*	x	-16%	-35%[inhibitor]	x	9%	38%	x	x
O=C(CSc1nc(-c2ccc(F)cc2)cs1)NCCN1C(=O)CSC1=O
  -2%	-1%	7%	-20%	10	-14%	-8%	7%	i
CC[C@@]1(C(=O)OC)N[C@H](CN(C)S(=O)(=O)c2ccc(-c3ccccc3)cc2)[C@@H]2C(=O)N(C)C(=O)[C@@H]21
  5%	9%	19%	i	42	-9%	10%	-3%	i
C=CCn1c(=S)[nH]c2scc(-c3cccs3)c2c1=O
  -13%	4%	u	-70%[inhibitor]	6	24%	-19%	-7%	i
O=C(NCCCCCCCCCNC(=O)C(F)(F)F)C(F)(F)F
  1%	-8%	-8%	i	9	-26%	5%	8%	i
O=C(Nc1ccccn1)c1ccc([N+](=O)[O-])o1
  27%	-4%	18%	-35%	-1	-74%[inhibitor]	-17%	-3%	i
CCOC(=O)[C@H]1[C@H]2COc3cc(OC)ccc3[C@@H]2N2C(=O)c3cc(C)ccc3NC(=O)[C@@]12C
  -10%	7%	8%	i	0	-10%	u	3%	i
O=C(Oc1nsnc1N1CCOCC1)N1CCCCC1
  0%	-5%	-6%	-10%[57.5 µM]	7	12%	4%	-3%	i
COc1ccc(-c2nnn(CC(=O)Nc3sc4c(c3C#N)CCCC4)n2)cc1
  19%	5%	1%	-8%	-7	-13%	6%	0%	i
CC(C)Oc1ccc(/C=C(\C#N)C(=O)NC2CC2)cc1
  -23%	16%	12%	-28%	-6	12%	20%	11%	i
CCN(CC)CCNC(=O)CN1C(=O)COc2ccc(S(=O)(=O)N3CCOCC3)cc21
  -4%&14%	-4%	-19%&-15%	34%	-4	-16%&-20%	12%&-31%	0%&1%	i
O=C(CCC1CCCCC1)Nc1ccc(S(=O)(=O)Nc2nccs2)cc1
  3%	1%	2%	i	6	-2%	35%	5%	i
Cc1nnc(SCC(=O)Nc2ncc3c(n2)CC(C)(C)CC3=O)s1
  0%	-9%	-4%	i	5	14%	u	10%	i
